NADH enzymes: inhibitors of enzymes used to reach an NAD/NADH endpoint; IC50, µM (series often up to 10 µM), without a hit: top-dose inhibition; 0.02% of 65,000 active; coupled PK/LDH NADH assays, four targets;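 active = single-dose screening hits from any of four coupled enzyme assays that gave an IC50 when retested across doses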;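 note: the DPM-DC format reads NADH fluorescence rather than 340 nm absorbance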
HEK293 NFkB inh: inhibitors of the PMA/ionomycin-induced NF-kB reporter in HEK293 cells; 0.21% of 62,000 active; HEK-293 NF-kB luciferase reporter, luminescence; inhibition, % at 3 µM;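 active = inhibition above the mean of all tested compounds plus 3 SD, cut at about 40% in these data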;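 note: 0% = stimulated DMSO wells and 100% = 10 µM reference inhibitor 5653914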
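Timing: 1 h pretreatment, 16 h stimulation, 37 °C; system: HEK-293 cells with stable firefly luciferase reporter driven by four HIV NF-kB elements; doses: 3 µM once, 0.30% DMSO; measured by: luciferase luminescence; control set: DMSO and 10 µM reference inhibitor; repeats: single test; reagent: PMA plus ionomycin mix as NF-kB-activating stimulus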
tolC growth inh: E. coli tolC mutant growth inhibition; E. coli BW25113 tolC mutant growth, OD615; growth inhibition, % at 10 µM (by protocol); 2.2% of 65,000 active;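 active = growth inhibition at or above a cutoff equal to the mean over every tested compound plus 3 SD, cut at about 60% in these data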;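 note: growth measured after 20 h incubation at 37 °C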
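System: E. coli ΔtolC::kan strain BW25113; Buffer or medium: LB broth supplemented with 50 µg/mL kanamycin; Compound: 10 µM final, single dose; Incubation: bacterial growth with compound for 20 h at 37 °C; Signal: A615 absorbance measurement; Evaluation: growth inhibition in percent.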
TNAP act mid DEA: activators of human TNAP at intermediate phosphate acceptor; P05186; purified TNAP, CDP-star luminescence, 100 mM DEA, 30 min; stronger effect = higher value; scale: 0 levamisole-inhibited, 1 vehicle-only enzyme; activation factor at 20 µM; 64,000 tested, under 10 active; AID 813;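 active = activation factor of at least 2 at 20 µM, relative to controls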
M1 antag: M1 muscarinic receptor (rat) antagonism | B-score at 10 µM | CHO-M1 cells, Fluo-4 calcium, ACh EC80 antagonist mode; stronger effect = lower value | AID 628 | 3.4% of 64,000 active;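 active = calcium fluorescence response, raw or row-and-column corrected B-score, differing from the plate sample mean either way at a set confidence level, mostly lower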
Target sequence (P08482 whole entry, looked up): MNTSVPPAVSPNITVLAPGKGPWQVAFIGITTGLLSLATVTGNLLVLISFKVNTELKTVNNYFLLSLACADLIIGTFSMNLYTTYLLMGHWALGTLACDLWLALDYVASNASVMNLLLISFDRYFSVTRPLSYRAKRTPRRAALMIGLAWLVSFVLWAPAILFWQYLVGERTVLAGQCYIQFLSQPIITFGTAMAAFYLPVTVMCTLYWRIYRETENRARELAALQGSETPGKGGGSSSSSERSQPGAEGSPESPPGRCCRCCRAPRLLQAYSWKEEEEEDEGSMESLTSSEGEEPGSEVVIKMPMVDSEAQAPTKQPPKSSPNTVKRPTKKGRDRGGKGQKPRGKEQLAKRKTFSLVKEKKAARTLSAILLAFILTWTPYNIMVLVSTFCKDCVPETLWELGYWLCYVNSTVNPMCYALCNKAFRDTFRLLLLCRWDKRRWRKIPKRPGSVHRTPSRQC
D1 mod: allosteric modulators of human D1 dopamine receptor; B-score at 10 µM; HEK293 D1, CRE-luciferase, dopamine EC30 potentiation; actives deviate in either direction; AID 641; 5.9% of 58,000 active; P21728;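 active = luminescence count or its row- and column-corrected plate score outside the 99.7% band of the plate's sample wells, on either side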
Target sequence (P21728 whole entry, looked up): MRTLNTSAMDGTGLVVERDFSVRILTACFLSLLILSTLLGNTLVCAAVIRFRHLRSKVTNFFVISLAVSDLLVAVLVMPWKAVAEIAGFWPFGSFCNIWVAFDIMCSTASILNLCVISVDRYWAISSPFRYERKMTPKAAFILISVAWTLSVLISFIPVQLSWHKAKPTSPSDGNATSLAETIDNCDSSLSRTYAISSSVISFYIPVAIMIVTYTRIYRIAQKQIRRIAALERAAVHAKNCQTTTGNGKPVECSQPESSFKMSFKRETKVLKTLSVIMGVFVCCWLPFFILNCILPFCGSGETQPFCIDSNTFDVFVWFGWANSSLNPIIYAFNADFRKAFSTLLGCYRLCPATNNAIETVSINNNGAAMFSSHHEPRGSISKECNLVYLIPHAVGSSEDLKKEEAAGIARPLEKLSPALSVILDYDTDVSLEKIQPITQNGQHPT
M1 ag: activates the M1 muscarinic receptor; B-score at 10 µM; 3% of 64,000 active; CHO-M1 cells, Fluo-4 calcium fluorescence, agonist mode; stronger effect = higher value;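 active = fluorescence rise, raw or as B-score row- and column-corrected plate score, outside the 99.7% band of its plate's samples, either direction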
SF1 activator: activators of human nuclear receptor SF-1. AID 522. Q13285. 1.9% of 65,000 active. activation, % at 10 µM. CHO-K1 Gal4-SF-1 LBD luciferase reporter; % increase over DMSO SF-1-specific signal;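 active = activation above the mean activation of all tested compounds plus 3 SD, cut at about 50% in these data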
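Material: CHO-K1 cells with Gal4–hSF-1 LBD chimera plus Gal4-driven luciferase / Input: 4,000 CHO-K1 cells per well / Incubation: compound exposure 20 h at 37 °C / Signal: luminescence read 15 min after SteadyLite luciferase reagent, after room-temperature equilibration / Read-out: percent activation versus DMSO / Benchmarks: DMSO negative control and −SF1 background wells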
Jurkat viability: reduces viability or proliferation of Jurkat cells. inhibition, % at 4 µM. 1.2% of 56,000 active. Jurkat E6.1 viability, ATP luminescence, 48 h. AID 463;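 active = inhibition above the mean inhibition of all tested compounds plus 3 SD, cut at about 28% in these data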
Active calls of the source: *; x = not tested or not shown; [ ] = dose if it differs, or a comment.

SMILES	NADH enzymes	HEK293 NFkB inh	tolC growth inh	TNAP act mid DEA	M1 antag	D1 mod	M1 ag	SF1 activator	Jurkat viability
COc1cccc(C2NC(=O)NC(O)(C(F)(F)F)C2C(=O)c2cccnc2)c1OC (configuration not stated)	8%	-3	-2	0.9	0.79	1.9	1.9	0	-3
Cc1cc(C(=O)Nc2ccc(S(=O)(=O)Nc3nccs3)cc2)c(C)o1	13%	14	25	0.9	-0.14	8.4*	0.63	-16	5
COc1ccc(-c2noc(CN3CCOCC3)n2)cc1OC	3%	5	0	1	-0.0071	0.25	0.12	18	-11
Cc1[nH]nc2cn[nH]c12	3%	x	6	0.9	-0.034	x	0.01	3	x
Cc1ccccc1OCC(O)CN (configuration not stated)	4%	3	-23	0.9	0.34	0.59	1.7	-12	x
CCC(=O)N1c2ccc(S(=O)(=O)CCC(=O)NC3CCCC3)cc2CC1C (configuration not stated)	7%	-7	-24	0.9	0.042	0.13	-0.23	20	-3
O=C1Nc2ccc(S(=O)(=O)NCc3ccco3)c3cccc1c23	1%[fluoresces]	10	0	0.9	-0.53	0.19	-1.5	5	x
CCN(CC)C(=O)C(C)OC(=O)c1ccc(O)cc1 (configuration not stated)	4%	x	0	0.9	x	-0.73	x	x	x
Cc1cc(C(=O)OCC(=O)N2c3ccccc3CC2C)c(C)o1 (configuration not stated)	2%	16	21	0.9	-1	-0.66	0.33	-4	-7
CCOc1cc2[nH]c(=O)n(CCCCC(=O)NC3CCCCCC3)c(=O)c2cc1OCC	6%	1	3	0.9	0.2	0.55	-0.42	2	0
COc1ccc(OC)c(N2C(N)=C(C#N)C(c3ccc(OC)c(O)c3)C3=C2CC(C)(C)CC3=O)c1 (configuration not stated)	1%	-3	-1	0.9	0.23	-0.047	-1.4	-6	x
CCOC(=O)Nc1cc(C(=O)OCC)c(C)nc1C	2%	2	-4	1	0.77	0.31	0.042	-6	x
Cc1ccccc1OCCCC(=O)Nc1ccc(N2CCOCC2)cc1	7%	-2	0	1	-0.27	x	-0.087	14	5
O=c1c2ccccc2nc2c3ccccc3c(N3CCOCC3)nn12	11%	-5	-5	1	-1.2	-0.17	2.8*	8	3
Cc1ccc(NC(=O)CSC2=C(C#N)C(c3ccc4c(c3)OCO4)C3=C(CCCC3=O)N2)c(C)c1 (configuration not stated)	4%	12	30	0.9	0.74	-1.5	0.07	-5	7
CCCNC(=O)NC(=O)CSc1ncc(C(F)(F)F)cc1Cl	0%	2	-2	0.9	-0.016	0.048	0.73	-10	5
Cc1nn2c(-c3cccc(NC(=O)c4ccco4)c3)nnc2c2ccccc12	5%	6	26	x	-1	-3.3	5.8*	10	-8
CCN(CC)CCCN1C(=O)c2oc3ccccc3c(=O)c2C1c1cc(OC)ccc1OC (configuration not stated)	15%	27	-7	0.9	-1.9*	-0.67	-0.92	16	-9
O=C(C1CCCCC1)N(Cc1nc2sc3c(c2c(=O)[nH]1)CCCC3)Cc1cccs1	3%	6	57	1	-1.7	-0.11	-0.25	3	2
COc1cc(C2NC(=O)NC(C)=C2C(=O)OC2CCCCC2)cc(Br)c1O (configuration not stated)	2%	18	56	0.9	0.42	-4*	-0.96	18	-4
CCn1c2ccccc2c2cc(NC(=O)CSc3nnc(C4CC4)n3Cc3ccco3)ccc21	3%	9	41	0.9	-0.23	0.13	0.2	-3	-5
CN(C)CCCN1C(=O)C(=O)/C(=C(/O)c2ccccc2)C1c1ccccn1 (configuration not stated)	3%	x	4	0.9	0.28	-1	0.45	-27	x
Cc1cc2ccccc2c(=O)n1CC(=O)NCC(=O)N(C)Cc1ccccc1	6%	2	-8	0.9	0.25	x	0	2	x
CN(C)S(=O)(=O)N1CCN(CC(O)COc2ccc(C(=O)c3ccccc3)cc2)CC1 (configuration not stated)	6%	13	14	0.9	-0.62	-0.72	-0.93	5	12
Cn1c(=O)[nH]c(=O)c2c1nc(Br)n2CCC(=O)c1ccccc1	4%	4	-3	0.9	-0.41	1.8	0.073	13	-8
Cc1ccc2cc(CN(CC3CCCO3)C(=O)C(C)C)c(=O)[nH]c2c1 (configuration not stated)	10%	8	-7	0.9	-0.0064	-0.58	-0.0044	26	3
CCn1c(SCC(=O)Nc2nc(-c3ccc(C)cc3)cs2)nnc1-c1ccccc1O	4%	15	84*	1	-0.17	-0.0071	-0.046	10	23
Cc1ccsc1CNn1cnnc1SCc1ccccc1F	7%	13	8	0.9	0.22	2.8	0.46	3	-2
CC(C)CCn1c(SCC(=O)c2ccccc2)nc2c1c(=O)[nH]c(=O)n2C	3%	17	-15	x	0.84	1.4	1.1	-14	-2
CCC(C)C(=O)N1CCc2cc(-c3csc(N)n3)ccc21 (configuration not stated)	7%	-16	23	1	0.018	-2.7	0.034	41	-6
O=c1c2ccccc2nc(N2CCN(c3ccccc3)CC2)n1Cc1ccccc1	7%	10	28	0.9	-1.1	-0.2	-0.9	0	-2
Cc1noc(NS(=O)(=O)c2ccc(NC(=O)c3ccc(Br)o3)cc2)c1C	10%	-2	-18	0.9	-0.86	1.4	-0.33	3	-8
COC(=O)c1ccccc1S(=O)(=O)Nc1ccc2cn[nH]c2c1	9%	3	-4	0.9	-0.5	-2.3	-0.54	27	-5
CCOc1ccc2[nH]c(=O)c(C(c3nnnn3C3CCCCC3)N3CCN(C)CC3)cc2c1 (configuration not stated)	12%[fluoresces]	10	-9	0.9	0.052	0.055	-0.31	-5	3
CC1=C(C)C(=O)C(CCCCC#CCCCC#CCO)=C(C)C1=O	2%	x	9	0.9	-0.71	0.026	-0.54	-2	x
CCOC(=O)C1=C(CSc2nc3c(cc2C#N)CCC3)OC(N)=C(C#N)C1c1ccccc1 (configuration not stated)	7%	x	18	1	-0.25	1.9	1.2	8	x
O=C(Nc1c(C(=O)NCc2ccco2)cnn1-c1ccccc1)c1cccc(F)c1	0%	11	-5	0.9	x	0.067	x	-17	6
Cc1cc(NC(=O)CSc2cn(C)c3ccccc23)no1	5%	11	-2	0.9	0.00036	-0.62	1.1	-18	3
O=C1CCCC2=C1C(c1ccc(Br)cc1)c1c([nH]c(=S)[nH]c1=O)N2 (configuration not stated)	13%	-3	9	0.8	-0.11	-0.64	-0.57	-14	-3
CCC1(c2ccccc2)NC(=O)N(CC(=O)Nc2ccc3c(c2)OCO3)C1=O (configuration not stated)	5%	12	12	0.9	-0.92	0.016	-1.8	11	6

Two successive entries out of the list so far, quoted:
SMILES	NADH enzymes	HEK293 NFkB inh	tolC growth inh	TNAP act mid DEA	M1 antag	D1 mod	M1 ag	SF1 activator	Jurkat viability
O=C1CCCC2=C1C(c1ccc(Br)cc1)c1c([nH]c(=S)[nH]c1=O)N2 (configuration not stated)	13%	-3	9	0.8	-0.11	-0.64	-0.57	-14	-3
CCC1(c2ccccc2)NC(=O)N(CC(=O)Nc2ccc3c(c2)OCO3)C1=O (configuration not stated)	5%	12	12	0.9	-0.92	0.016	-1.8	11	6

Of the compounds above, these contain a cyano group:
SMILES	NADH enzymes	HEK293 NFkB inh	tolC growth inh	TNAP act mid DEA	M1 antag	D1 mod	M1 ag	SF1 activator	Jurkat viability
COc1ccc(OC)c(N2C(N)=C(C#N)C(c3ccc(OC)c(O)c3)C3=C2CC(C)(C)CC3=O)c1 (configuration not stated)	1%	-3	-1	0.9	0.23	-0.047	-1.4	-6	x
Cc1ccc(NC(=O)CSC2=C(C#N)C(c3ccc4c(c3)OCO4)C3=C(CCCC3=O)N2)c(C)c1 (configuration not stated)	4%	12	30	0.9	0.74	-1.5	0.07	-5	7
CCOC(=O)C1=C(CSc2nc3c(cc2C#N)CCC3)OC(N)=C(C#N)C1c1ccccc1 (configuration not stated)	7%	x	18	1	-0.25	1.9	1.2	8	x

Continuation:
SMILES	NADH enzymes	HEK293 NFkB inh	tolC growth inh	TNAP act mid DEA	M1 antag	D1 mod	M1 ag	SF1 activator	Jurkat viability
CC(=O)c1ccc(NC(=O)C2CCC(C)(C(=O)O)C2(C)C)cc1 (configuration not stated)	5%	2	-32	1	0.29	-0.26	-0.27	-9	-1
CC(NC(=O)Nc1ccc(O)cc1)(C(F)(F)F)C(F)(F)F	1%	x	-2	0.9	-0.46	-0.54	0.0049	-7	x
NC(=O)c1ccsc1NC(=O)CN1C(=O)C2CC=CCC2C1=O (configuration not stated)	1%	7	-11	0.9	1.9	-0.7	-0.45	18	-3
CCOc1ccc(OCC)c(NC(=O)C2CCN(c3ncccn3)CC2)c1	1%	11	6	1	-0.031	0.086	0.31	-10	0
COCCn1c(-c2ccc(OC)cc2)cnc1N	0%	13	8	0.9	-2	x	0.95	1	0
CCS(=O)(=O)NCC(c1cccnc1)N1CCN(c2ccccc2F)CC1 (configuration not stated)	6%	12	-16	1	-0.04	-0.38	-0.56	-10	-9
N#CC1=C(SCC(=O)c2ccccc2)NC2=C(C(=O)CCC2)C1c1ccco1 (configuration not stated)	3%	x	1	0.9	-0.28	x	2	100*	x
COC(=O)CCSCc1cn2cc(Cl)ccc2n1	2%	13	-6	0.9	-0.32	-2.4	-0.26	-10	-2
Cc1ccc(S(=O)(=O)C2(C(=O)N3CCCCC3C)CC2)cc1 (configuration not stated)	2%	3	-4	1	-0.26	0.35	-1.3	-4	6
COc1cccc(C(=O)NCc2ccccc2OC)c1	3%	17	-21	1	0.035	-0.18	0.32	4	-8
Cc1cc(C(=O)OCC(=O)N2CCc3ccccc32)c(C)o1	5%	4	-3	0.9	-0.15	0.53	-0.59	54*	10
COC(=O)COc1ccc(S(=O)(=O)NCc2cccnc2)cc1	4%	2	-12	0.9	-1.1	0.34	-0.17	-10	14
NC(Cc1cccc2nsnc12)C(=O)O (configuration not stated)	10%	21	-16	0.9	-0.062	-0.2	0.0033	5	-7
CC1(c2ccc(OC(F)F)cc2)NC(=O)N(CC(=O)Nc2ccc3c(c2)OCO3)C1=O (configuration not stated)	2%	15	20	0.8	0.25	0.8	23*	0	5
O=c1c2c3nc4ccccc4nc3n(-c3ccc4c(c3)OCCO4)c2ncn1CC1CCCO1 (configuration not stated)	7%	-2	-13	0.9	-1.8*	1.9	-0.013	-8	-6
OC(COc1ccc2c(c1)CCC2)CN1CCN(c2ccccc2F)CC1 (configuration not stated)	1%	7	44	0.9	-0.12	-0.55	-0.036	-4	-4
O=C(O)CCSCC(=O)c1ccc2c(c1)OCCO2	6%	18	-20	0.9	0.031	-3.2	0.31	-19	-5
CC1CCc2nn(CC(=O)NCCCN3CCCCC3)cc2C1 (configuration not stated)	9%	1	-13	0.9	-1	x	-0.42	10	0
Cc1ccc(N(CC(=O)N2CCn3c2nc2ccccc23)S(=O)(=O)c2c(C)n[nH]c2C)cc1	3%	17	6	1	-0.11	0.14	1.3	-7	-2
COC(=O)c1ccc(NC(=O)c2ccc(N(C)S(C)(=O)=O)cc2)cc1	7%	26	16	0.9	-0.071	-1.4	-0.84	-7	31*
CN(CCNS(=O)(=O)c1ccc2c(c1)oc(=O)n2C)Cc1ccccc1	4%	3	-7	0.7	-0.77	-0.94	0.39	11	-5

M1 antag, entries above that show a hit.
SMILES,NADH enzymes,HEK293 NFkB inh,TNAP act mid DEA,M1 antag,D1 mod,M1 ag,SF1 activator
CCN(CC)CCCN1C(=O)c2oc3ccccc3c(=O)c2C1c1cc(OC)ccc1OC (configuration not stated),15%,27,0.9,-1.9*,-0.67,-0.92,16
O=c1c2c3nc4ccccc4nc3n(-c3ccc4c(c3)OCCO4)c2ncn1CC1CCCO1 (configuration not stated),7%,-2,0.9,-1.8*,1.9,-0.013,-8

Bioassay records (PubChem BioAssay)
